USP8 inh – human USP8 deubiquitinase inhibition. P40818. purified USP8, Ub-rhodamine cleavage fluorescence, 30 min. AID 1645853. inhibition, % at 20 µM. 47,000 tested, 4.2% active
USP17 block – human USP17-like deubiquitinase inhibition; A8MUK1; purified USP17, Ub-rhodamine cleavage fluorescence, 3 h; inhibition, % at 50 µM; 47,000 tested, 6.5% active; AID 1645855
Target sequence (A8MUK1 whole entry, looked up): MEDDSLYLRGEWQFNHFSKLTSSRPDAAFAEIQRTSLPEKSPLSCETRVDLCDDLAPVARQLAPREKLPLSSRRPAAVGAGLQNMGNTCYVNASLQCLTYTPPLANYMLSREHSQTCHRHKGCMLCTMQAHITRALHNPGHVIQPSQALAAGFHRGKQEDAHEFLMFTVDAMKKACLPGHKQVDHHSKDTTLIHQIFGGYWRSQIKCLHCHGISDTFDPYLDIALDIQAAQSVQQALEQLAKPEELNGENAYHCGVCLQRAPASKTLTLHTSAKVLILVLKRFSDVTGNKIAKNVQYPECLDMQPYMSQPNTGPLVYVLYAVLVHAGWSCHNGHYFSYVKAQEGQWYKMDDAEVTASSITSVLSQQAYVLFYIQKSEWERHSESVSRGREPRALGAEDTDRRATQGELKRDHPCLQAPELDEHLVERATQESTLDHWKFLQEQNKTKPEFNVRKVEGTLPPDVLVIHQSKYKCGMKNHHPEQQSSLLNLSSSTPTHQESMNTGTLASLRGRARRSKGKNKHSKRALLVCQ
OTUD3 block – inhibitors of human OTUD3 deubiquitinase. 47,000 tested, 0.7% active. inhibition, % at 25 µM. AID 1645858. Q5T2D3. purified OTUD3, Ub-rhodamine fluorescence, 2 h
USP28 block – inhibitors of human USP28 deubiquitinase | inhibition, % at 25 µM | Q96RU2 | purified USP28, Ub-rhodamine cleavage fluorescence, 30 min | 47,000 tested, 3% active
USP7 inh – blocks human USP7 ubiquitin-rhodamine cleavage; purified USP7, Ub-rhodamine cleavage fluorescence; inhibition, % at 20 µM; 47,000 tested, 0.3% active; AID 1645854
USP10 block – blocks human USP10 ubiquitin-rhodamine cleavage; Q14694; inhibition, % at 20 µM; 47,000 tested, 1.1% active; purified USP10, Ub-rhodamine fluorescence, 60 min
USP30 inh – blocks human USP30 ubiquitin-rhodamine cleavage; Q70CQ3; purified USP30, Ub-rhodamine cleavage fluorescence; inhibition, % at 25 µM; 47,000 tested, 5.3% active; AID 1645860
Target sequence (Q70CQ3 whole entry, looked up): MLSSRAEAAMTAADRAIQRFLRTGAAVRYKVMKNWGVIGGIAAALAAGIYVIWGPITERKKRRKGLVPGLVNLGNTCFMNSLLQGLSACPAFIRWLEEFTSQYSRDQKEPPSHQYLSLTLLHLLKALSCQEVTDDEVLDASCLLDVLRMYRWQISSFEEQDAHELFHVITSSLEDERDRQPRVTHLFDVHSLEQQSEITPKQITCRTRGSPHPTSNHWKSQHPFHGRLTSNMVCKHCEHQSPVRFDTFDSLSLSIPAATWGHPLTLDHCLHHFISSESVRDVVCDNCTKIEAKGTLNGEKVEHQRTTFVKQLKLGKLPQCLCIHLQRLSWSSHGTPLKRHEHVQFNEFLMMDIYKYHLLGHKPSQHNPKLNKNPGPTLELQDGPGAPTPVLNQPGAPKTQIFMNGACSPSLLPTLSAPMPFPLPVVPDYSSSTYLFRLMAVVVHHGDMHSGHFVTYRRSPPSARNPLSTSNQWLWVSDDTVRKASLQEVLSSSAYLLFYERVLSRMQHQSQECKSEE
UCHL1 block – blocks human UCHL1 ubiquitin-rhodamine cleavage; purified UCHL1, Ub-rhodamine cleavage fluorescence; inhibition, % at 20 µM; 47,000 tested, 0.2% active; AID 1645859
* marks the source's active call; other numbers are inactive results; / = no result given. No stated cut-off is given here; in the data, active means inhibition above about 30%; inactive means the rest.

SMILES | USP8 inh | USP17 block | OTUD3 block | USP28 block | USP7 inh | USP10 block | USP30 inh | UCHL1 block
Cc1cccc(Cn2nc(-n3cccc3)c3c(C)cc(C)nc32)c1 | 5 | 4 | 7 | 18 | 0 | 3 | -3 | 3
Cc1nc(-c2ccc(C)c(S(=O)(=O)N3CCCCC3C)c2)cs1 (stereo unspecified) | -9 | / | -8 | -6 | -1 | -3 | -47 | 1
C=C[C@@]1(C)CC[C@H]2C(=CC[C@@H]3[C@]2(C)C[C@@H](O)[C@H](O)[C@]3(C)CO[C@@H]2O[C@H](CO)[C@@H](O)[C@@H](O)[C@@H]2O)C1 | -5 | -20 | -11 | -7 | -16 | -11 | -10 | -3
CC1(C)Cc2c(sc3nc(-c4ccccc4)nc(SCC(=O)Nc4cccc5ccccc45)c23)CO1 | 9 | 7 | -1 | 1 | 3 | -6 | -10 | -3
Cc1ccc(-c2noc(-c3sc(NC(=O)C(C)(C)C)nc3C)n2)cc1 | 7 | 6 | 7 | 3 | -13 | 4 | 9 | 4
Cc1cc(C)n(-c2ncnc3c2cnn3-c2ccc(F)c(F)c2)n1 | -1 | -3 | -1 | 0 | 2 | 2 | 5 | -1
CC(C)OCCCn1c(=O)c2ccccc2n2c(CCC(=O)NCCc3c[nH]c4ccccc34)nnc12 | 19 | 37* | 17 | 18 | 4 | -1 | 28 | 5
O=C1NC2(CCN(C(=O)c3ccc4c(c3)OCO4)CC2)N=C1c1ccccc1 | -32 | -17 | -7 | 0 | -2 | 1 | -14 | 0
CC(C)n1cnc2c1C(C(=O)N1CCCN(C)CC1)N(Cc1cccnc1)CC2 (stereo unspecified) | -27 | -3 | 1 | -3 | 0 | -5 | -16 | -3
Clc1ccc(C2NC3=NCN(Cc4ccco4)CN3c3nc4ccccc4n32)cc1 (stereo unspecified) | 5 | 6 | 12 | 33* | -17 | 2 | 36* | 3
COc1ccc(C2CC(=O)Nc3ccc4ccccc4c32)cc1 (stereo unspecified) | -6 | 0 | -1 | 6 | 0 | 12 | 12 | 7
COc1cccc(NC(=O)c2nn(-c3cccc(F)c3)c(OC)cc2=O)c1 | 21 | 5 | 8 | 11 | 4 | -1 | 9 | 4
COc1cccc(C(=O)NCC2(N3CCN(C)CC3)CCCCC2)c1 | 7 | 6 | 1 | 0 | 4 | 0 | 10 | 0
COc1ccc(CNc2ncnc3c2[nH]c2ccc(OC)cc23)cc1 | -1 | 26 | -13 | -8 | 1 | -6 | -14 | -3
Cc1c(Cl)cccc1NS(=O)(=O)c1ccc(N2CCCCS2(=O)=O)cc1 | -20 | 26 | -11 | 5 | 0 | 2 | 40* | -2
Cc1ccc(S(=O)(=O)CC(CN2CCCC2)N2CCCC2)cc1 (stereo unspecified) | 4 | -14 | -6 | -9 | -1 | -9 | -48 | -4
Cc1ccccc1Nc1nc(N)nc(CN(C)Cc2ccccc2)n1 | -51 | -31 | -7 | -7 | -4 | -2 | 0 | -2
COc1cccc(N2CCN(c3ccc4nnc(CCC(=O)NCc5ccc6c(c5)OCO6)n4n3)CC2)c1 | 6 | 18 | -7 | 0 | 0 | -4 | 4 | 2
Cc1nc2cc(-c3nccn3C)nn2c(N2CCCC(CO)C2)c1C (stereo unspecified) | 8 | 10 | 10 | 4 | -4 | 3 | 7 | 0
CNC(=O)N1C[C@H]2C[C@H]3[C@](C1)(CN(Cc1ccncc1)S3(=O)=O)O2 | -175 | -21 | 6 | 5 | 2 | 0 | 8 | 2
CCc1nc2n(n1)C(CC(=O)Nc1cccc(Cl)c1Cl)C(=O)N2 (stereo unspecified) | 13 | 9 | 1 | 5 | 1 | -1 | 8 | 1
COc1cc2ccccc2cc1C(=O)OC(C)C(=O)N(C)c1ccccc1 (stereo unspecified) | 0 | -6 | -5 | -4 | -3 | 2 | -1 | 0
CC1CC(=O)c2c(O)cccc2O1 (stereo unspecified) | 13 | 0 | 7 | 4 | 7 | 5 | 12 | 1
COc1ccc(OCC(=O)Nc2nnc3n2CCCS3)cc1 | -29 | -11 | -14 | -15 | 0 | 0 | -11 | -2
O=C(c1noc2ccc(S(=O)(=O)N3CCCCCC3)cc12)N1CCCCC1 | -15 | -8 | 6 | 0 | -7 | 6 | 11 | -2

Some of these compounds in order of count of non-hydrogen atoms, largest number first.
SMILES | USP8 inh | USP17 block | OTUD3 block | USP28 block | USP7 inh | USP10 block | USP30 inh | UCHL1 block
CC(C)n1cnc2c1C(C(=O)N1CCCN(C)CC1)N(Cc1cccnc1)CC2 (stereo unspecified) | -27 | -3 | 1 | -3 | 0 | -5 | -16 | -3
COc1cccc(NC(=O)c2nn(-c3cccc(F)c3)c(OC)cc2=O)c1 | 21 | 5 | 8 | 11 | 4 | -1 | 9 | 4
CCc1nc2n(n1)C(CC(=O)Nc1cccc(Cl)c1Cl)C(=O)N2 (stereo unspecified) | 13 | 9 | 1 | 5 | 1 | -1 | 8 | 1

Next structures:
SMILES | USP8 inh | USP17 block | OTUD3 block | USP28 block | USP7 inh | USP10 block | USP30 inh | UCHL1 block
COc1ccc(C)cc1NC(=O)CN1CC[C@@H]2[C@@H](c3ccccc3)N(C)C[C@]2(NC(C)=O)C1 | 8 | 7 | 10 | 10 | 5 | -1 | 8 | 2
Cc1nc(C2(NC(=O)Nc3cccc(Cl)c3)CCCC2)no1 | 3 | 0 | 2 | 0 | 1 | 1 | 7 | 2
COc1cccc(NS(=O)(=O)c2ccc3c(c2)N(C(C)=O)CCS3)c1 | -15 | -63 | -20 | -22 | -4 | -6 | -37 | -8
Cc1c(C(=O)N2CCCCC2)oc2ccc3c(c12)C(O)CC1(CCCCC1)O3 (stereo unspecified) | -6 | 1 | -7 | 0 | -6 | -3 | -1 | 3
Fc1ccccc1CN1CCC[C@H]1c1nc(-c2ccc(-c3cncnc3)nc2)no1 | -9 | -13 | -1 | -1 | -1 | 1 | -31 | 2
COCCN1CCO[C@H]2CN(C(=O)c3ccccc3C)C[C@H]21 | -40 | -6 | -4 | -2 | 0 | 0 | 0 | -3
O=C(CSc1nc2ccccc2[nH]1)N1CCN(Cc2ccc3c(c2)OCO3)CC1 | 12 | -14 | 9 | 11 | 5 | 7 | -55 | 3
O=C(CCC(=O)N1Cc2cccn2-c2ccccc21)NCc1cccc(Cl)c1 | -17 | / | -10 | 0 | -72 | -4 | -7 | 1
Cc1noc(C)c1CN1CCC(N2CCN(C(=O)c3cccc4cccnc34)CC2=O)CC1 | 25 | 10 | 5 | 11 | 2 | -6 | 1 | 0
O=c1ccc(-c2noc(Cc3cccc(C(F)(F)F)c3)n2)c[nH]1 | -161 | -28 | -31 | 48* | -20 | -4 | -158 | -17
CNC(=O)C(NC(=O)OCc1ccccc1)SC(C)C (stereo unspecified) | 2 | -13 | -8 | -6 | -3 | 1 | -4 | -2
Cc1cccc(C)c1NC(=O)CCCN1C(=O)NC2(CCCC2)C1=O | 1 | 5 | 4 | 0 | -1 | 3 | -4 | -2
CC(=O)Nc1ccc(S(=O)(=O)NCCc2cn3ccccc3n2)cc1 | 0 | 5 | 10 | 6 | 6 | 1 | 13 | 1
CCn1ncc(-c2ccnc3cc(C(=O)N4CCN(Cc5ccc(F)cc5)CC4)nn23)c1C | 60* | 28 | 12 | 2 | -53 | -4 | -132 | 10
CCn1nc(C)c(CNC(=O)c2nc(-c3cccc4[nH]ccc34)no2)c1C | -1 | -13 | -15 | -6 | -3 | 4 | -16 | 2
Cc1ccc(NC(=O)CSc2nccn(-c3ccc(C)c(F)c3)c2=O)cc1F | -29 | -5 | 3 | 8 | -4 | -3 | -11 | 0
CC1CCCN(C(=O)c2csc(-c3ccc(N4CCCC4)nc3)n2)C1 (stereo unspecified) | 0 | 7 | 0 | 0 | -6 | 0 | -5 | -2
CC1CCN(C(=O)CSc2ccc3nnc(-c4cccc(F)c4)n3n2)CC1 | -16 | -2 | 0 | -11 | -2 | 0 | 0 | -5
CCc1ccc(CN2CC[C@@H]3CN(c4ncccn4)CCO[C@@H]3C2)o1 | -9 | -14 | 0 | / | -1 | -2 | / | -4
CCN(CCCNC(=O)CCc1nnc2n(CCc3ccccc3)c(=O)c3ccccc3n12)c1cccc(C)c1 | 5 | 4 | 2 | -1 | 5 | 0 | 2 | 3
CN1CCCN(C(=O)c2nc3c(o2)CN(C(=O)c2cccnc2)C3)CC1 | -10 | -37 | -27 | -27 | -7 | -5 | -140 | -7
Cc1cc2c(cc1S(=O)(=O)N1CCCC(C)C1)OCC(=O)N2 (stereo unspecified) | 1 | 41* | -1 | / | 0 | 5 | / | 2
CC(=O)N1Cc2ccccc2OC2(CCCN(Cc3ccccn3)C2)C1 (stereo unspecified) | 6 | 1 | 4 | -5 | 0 | 0 | -3 | 0
Cc1cc(N2CCCCCC2)n2nc(CN3CCN(C)CC3)nc2n1 | -9 | -38 | -22 | -28 | -9 | -5 | -115 | -12
COc1ccccc1OCC(=O)Nc1ccc2[nH]c(=O)[nH]c2c1 | -6 | -27 | -27 | -25 | -1 | -1 | -96 | -2

Molecules shown so far that contain fluorine, in the order listed:
SMILES | USP8 inh | USP17 block | OTUD3 block | USP28 block | USP7 inh | USP10 block | USP30 inh | UCHL1 block
Cc1cc(C)n(-c2ncnc3c2cnn3-c2ccc(F)c(F)c2)n1 | -1 | -3 | -1 | 0 | 2 | 2 | 5 | -1
COc1cccc(NC(=O)c2nn(-c3cccc(F)c3)c(OC)cc2=O)c1 | 21 | 5 | 8 | 11 | 4 | -1 | 9 | 4
Fc1ccccc1CN1CCC[C@H]1c1nc(-c2ccc(-c3cncnc3)nc2)no1 | -9 | -13 | -1 | -1 | -1 | 1 | -31 | 2
O=c1ccc(-c2noc(Cc3cccc(C(F)(F)F)c3)n2)c[nH]1 | -161 | -28 | -31 | 48* | -20 | -4 | -158 | -17
CCn1ncc(-c2ccnc3cc(C(=O)N4CCN(Cc5ccc(F)cc5)CC4)nn23)c1C | 60* | 28 | 12 | 2 | -53 | -4 | -132 | 10
Cc1ccc(NC(=O)CSc2nccn(-c3ccc(C)c(F)c3)c2=O)cc1F | -29 | -5 | 3 | 8 | -4 | -3 | -11 | 0
CC1CCN(C(=O)CSc2ccc3nnc(-c4cccc(F)c4)n3n2)CC1 | -16 | -2 | 0 | -11 | -2 | 0 | 0 | -5

(continued)
SMILES | USP8 inh | USP17 block | OTUD3 block | USP28 block | USP7 inh | USP10 block | USP30 inh | UCHL1 block
CCOc1ccc(S(=O)(=O)[C@H]2CS(=O)(=O)C[C@@H]2NCCc2ccccc2)cc1 | -7 | -11 | -5 | -11 | -5 | -5 | -21 | -2
Cc1ccc(NC(=O)N2Cc3cccn3-c3ccccc32)cc1C | 9 | -10 | 7 | 9 | 8 | 7 | 3 | 5
O=C(Cc1ccccc1)Nc1nnc(-c2cccc(F)c2)o1 | -1 | -14 | 0 | 7 | / | 3 | 5 | 3
CCn1c(=O)c(-c2ccc(C(=O)NCc3ccc(OC)cc3OC)cc2)nc2cccnc21 | 10 | -6 | 3 | 11 | 7 | 3 | -2 | 6
COCCN1C(=O)Cc2c(C)nc(C3(C)CCCN(c4cc(C)ncn4)C3)nc21 (stereo unspecified) | 7 | -37 | -28 | -24 | 1 | -7 | -104 | -5
COc1ccc(-c2nc3c4c(C)c(C)n(CCO)c4ncn3n2)cc1 | 2 | 2 | 0 | / | 3 | 2 | / | 3
Cc1noc(-c2cccnc2-n2ncc(C(=O)NCc3ccccc3Cl)c2C)n1 | 8 | -1 | 1 | 0 | 1 | -3 | 16 | 2
CCc1nc2c(NC(=O)C3CCCCC3)cccn2n1 | 0 | / | 0 | -8 | -6 | 7 | 1 | -3
Cc1ccc(S(=O)(=O)N2CCN(c3c(C)n(C)c(=O)n(C)c3=O)CC2)cc1C | 16 | 23 | 10 | 8 | 4 | 0 | 37* | 0

Whole records, looked up by structure. Order of screens: USP8 inh | USP17 block | OTUD3 block | USP28 block | USP7 inh | USP10 block | USP30 inh | UCHL1 block
Cc1ccc(S(=O)(=O)N2CCN(c3c(C)n(C)c(=O)n(C)c3=O)CC2)cc1C is entered as 16 | 23 | 10 | 8 | 4 | 0 | 37* | 0
Cc1noc(-c2cccnc2-n2ncc(C(=O)NCc3ccccc3Cl)c2C)n1 is entered as 8 | -1 | 1 | 0 | 1 | -3 | 16 | 2

Screening data: PubChem, Dana-Farber Cancer Institute and Novartis Institutes for BioMedical Research (Cambridge, Mass)
